# High-throughput results deposited in PubChem by several laboratories.
# Mcl1 Noxa PPI: disrupts binding of human Mcl-1 to Noxa peptide. actives 1.5% (n = 220,000). TR-FRET Mcl-1/Noxa peptide binding, 2 h. Q07820. AID 1022. inhibition, % at 21.7 µM;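 active means compounds that cut the protein-peptide binding signal by more than 50% relative to plate controls in a single-dose test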;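 further: His-tagged Mcl-1 with rhodamine Noxa BH3 peptide and terbium anti-His antibody; 0% = Mcl-1 plus Noxa peptide wells and 100% = peptide-only wells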
# Target sequence (Q07820 whole entry, looked up): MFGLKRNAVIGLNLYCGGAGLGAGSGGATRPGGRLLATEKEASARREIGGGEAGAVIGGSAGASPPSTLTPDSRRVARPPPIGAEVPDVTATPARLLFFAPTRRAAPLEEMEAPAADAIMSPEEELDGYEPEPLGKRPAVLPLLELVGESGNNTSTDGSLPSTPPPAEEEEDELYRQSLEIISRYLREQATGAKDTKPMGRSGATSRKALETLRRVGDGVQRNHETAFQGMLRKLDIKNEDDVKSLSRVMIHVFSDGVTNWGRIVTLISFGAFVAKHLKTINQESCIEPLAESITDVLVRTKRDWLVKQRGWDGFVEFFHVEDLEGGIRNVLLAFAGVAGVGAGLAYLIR
# Pf gamet viab: inhibitors of late stage P. falciparum gametocyte viability | inhibition, % at 10.9 µM | P. falciparum stage V gametocytes, ATP luminescence, 24 h | actives 0.065% (n = 150,000);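 active means inhibition above the mean plus 3 SD of compounds within the control limits, set per campaign, cut at about 38% in these data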;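 further: 0% = DMSO wells and 100% = medium only without gametocytes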
# Cdc42 wt GTP: human Cdc42 wildtype GTP binding change, either direction; P60953; actives 0.2% (n = 190,000); GST-Cdc42 beads, Bodipy-GTP binding, flow cytometry; actives lie on both sides; percent activity (GTP binding), % at 10 µM;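 active means percent activity GTP binding at least 20 points away from the 100% baseline, either down as inhibitor or up as activator; inconclusive means compound flagged as likely green fluorescent from well-wide comparison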;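 further: median bead fluorescence of bound Bodipy-FL-GTP at 100 nM; 0% = excess unlabeled GTP control and 100% = no compound control; below 100% means less GTP binding so inhibitor and above means activator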
# Target sequence (P60953 whole entry, looked up): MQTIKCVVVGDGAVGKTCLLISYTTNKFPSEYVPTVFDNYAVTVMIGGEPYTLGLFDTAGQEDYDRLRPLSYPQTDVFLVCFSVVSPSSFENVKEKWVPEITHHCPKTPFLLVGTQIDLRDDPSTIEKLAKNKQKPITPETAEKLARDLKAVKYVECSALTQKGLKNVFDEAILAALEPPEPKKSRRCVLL
# GSH fluor: compound fluoresces at 488/530 nm on GSH beads; actives 0.25% (n = 190,000); fluorescence (KMESF) at 10 µM; AID 1776; GSH beads flow cytometry, compound fluorescence 488/530 nm; hits give high values; in the data active means fluorescence above about 89;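 further: glutathione beads carrying GST-tagged Bcl family fusion proteins plus one bare bead set; values are compound well signal with DMSO vehicle wells as background; inactives centre near 16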
# Mcl1-Bid inh: Mcl-1/Bid interaction inhibition; actives 0.97% (n = 220,000); inhibition, % at 21.7 µM; TR-FRET Mcl-1/Bid-Dy647 peptide binding, 1536-well; Q07820; AID 1021;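 active means compounds that cut the binding signal by more than half at the single screening dose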;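 further: His-tagged Mcl-1 with europium anti-His antibody binding Bid BH3 peptide; 0% = Mcl-1 plus peptide wells and 100% = peptide-only wells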
# HRas wt GTP bind: modulators of GTP binding to human HRas wildtype | GTP binding activity, % at 10 µM | AID 759 | GST-Ras wt beads, Bodipy-FL-GTP binding, flow cytometry; actives lie on both sides | P01112 | actives 0.14% (n = 190,000);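 active means GTP binding activity at least 20% away from the 100% baseline, either lowered as inhibitor or raised as activator; inconclusive means flagged as likely green fluorescent, judged across all proteins in the well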;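 further: 0% = unlabeled GTP competition control and 100% = no-compound control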
# Target sequence (P01112 whole entry, looked up): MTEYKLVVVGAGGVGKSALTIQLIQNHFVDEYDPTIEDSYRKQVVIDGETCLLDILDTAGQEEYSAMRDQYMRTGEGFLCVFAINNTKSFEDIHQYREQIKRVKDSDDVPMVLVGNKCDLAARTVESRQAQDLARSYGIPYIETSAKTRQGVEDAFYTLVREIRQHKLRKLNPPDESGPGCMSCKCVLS
# Avidin bead fluor: avidin bead compound fluorescence profile; actives 0.38% (n = 220,000); fluorescence (KMESF) at 10 µM; Avidin beads, compound fluorescence 488/530 nm, flow cytometry; hits give high values; in the data active means fluorescence above about 47; further: inactives centre near 10
# Rac1 mut GTP: modulators of GTP binding to human Rac1 activated mutant | P63000 | GST-Rac1 activated beads, fluorescent GTP binding, flow cytometry; actives lie on both sides; 100% means binding = to untreated wells | percent activity (GTP binding), % at 10 µM | actives 0.11% (n = 190,000);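 active means GTP binding at least 20 percentage points away from the 100% baseline, in either direction, so actives lie on both sides; inconclusive means Compound likely fluorescent itself, or too few beads counted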
# Rab7 wt GTP bind: alters GTP binding to wildtype dog Rab7 | GST-Rab7 beads, fluorescent GTP binding, flow cytometry; actives lie on both sides; untreated = 100%, excess cold GTP = 0% | actives 0.055% (n = 190,000) | GTP binding activity (percent of control), % at 10 µM;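 active means fluorescent GTP binding to Rab7 beads changed by at least 20 points from the 100% baseline, either direction, mostly lower; inconclusive means compound itself probably fluorescent, or too few beads counted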;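 further: median green fluorescence of bound Bodipy-FL-GTP per Rab7 bead population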
# Rac1 wt modul: alters GTP binding to wildtype human Rac1; actives 0.27% (n = 190,000); AID 757; GST-Rac1 beads, fluorescent GTP binding, flow cytometry; actives lie on both sides; 0 = cold GTP competed, 100 = untreated; GTP binding activity (% of control), % at 10 µM;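 active means GTP binding activity at least 20 points away from the 100% control level, either lower or higher; inconclusive means compound flagged as likely green fluorescent, judged across all proteins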
# Rab2A wt mod: changes GTP binding to wildtype dog Rab2A, up or down; AID 760; actives 0.19% (n = 190,000); GST-Rab2 wt beads, Bodipy-GTP binding, flow cytometry; GTP binding activity, % at 10 µM;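 active means GTP binding activity at least 20 points away from 100%, either lowered or raised; inconclusive means signal likely due to the compound's own green fluorescence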;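 further: 0% = beads with excess unlabeled GTP and 100% = no-compound control corrected for plate trend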
# * marks the source's active call; other numbers are inactive results; ? = inconclusive; / = not tested or not shown.
SMILES,Mcl1 Noxa PPI,Pf gamet viab,Cdc42 wt GTP,GSH fluor,Mcl1-Bid inh,HRas wt GTP bind,Avidin bead fluor,Rac1 mut GTP,Rab7 wt GTP bind,Rac1 wt modul,Rab2A wt mod
O=C(CSc1ccc(Cl)cc1)Nc1cccc(-c2nc3ccccc3[nH]2)c1,5,20,101,16,28,98,6,98,97,100,96
O=C(OCn1nnc2ccccc2c1=O)c1ccc2ccccc2n1,-24,18,102,74,-17,101,10,99,96,101,102
C=CCN1C(=O)C(Cc2cccc(Cl)c2)S/C1=N/N=C/c1ccco1 (centres undefined),10,/,101,35,-15,99,15,98,100,102,98
Cc1cc(C)n(C)c(=O)c1C#N,-10,-4,95,14,-12,93,11,95,91,96,96
CC1CCCCC1NC(=O)NC(=O)CCl (centres undefined),-6,-9,100,6,-35,102,0,100,103,107,100
O=C(CN1CCC(n2nnc3cc(F)ccc32)CC1)NC1CCCCC1,-6,/,103,20,-33,101,7,98,100,113,99
COC(=O)c1cc(C(=O)OC)cc(N2C(=O)CC(NNC(=O)c3ccccc3Br)C2=O)c1 (centres undefined),21,/,100,13,4,102,7,99,104,104,102
COc1ccc(C(=O)c2oc3ccc(Br)cc3c2NC(C)=O)cc1,-11,/,97,23,-5,99,8,98,98,98,100
O=c1[nH][nH]c(-c2ccccc2)c1C=Nc1ccc(Cl)cc1,16,/,98,29,-26,97,9,98,99,99,98
COc1ccc2oc(C)c(NC(C)=O)c2c1,18,-34,96,7,-41,97,17,95,99,97,96
CCOC(=O)c1oc2ccccc2c1NC(=O)C1CCCCC1,34,/,96,24,3,98,27,97,100,98,98
Cc1onc(-c2ccccc2Cl)c1C(=O)Nc1ccc(OCC(=O)N2CCOCC2)cc1,-12,-5,96,19,-2,96,22,93,94,101,96
CCn1cnc2cc(NCc3nc4ccccc4n3C)ccc21,9,/,105,24,-45,105,22,100,101,108,102
COc1cccc(/C=N/NC(=O)c2cc3c(OC)cccc3[nH]2)c1O,59*,-19,100,4,-36,104,7,102,102,104,105
COC(=O)CCN(C(=O)c1ccc2c(c1)OCO2)c1ccccn1,-11,2,100,37,-4,102,5,99,101,104,102
Cc1ccc(NC(=O)Cn2c(O)c(N=NC(=O)c3cc4ccccc4cc3O)c3ccccc32)cc1,99*,18,101,7,80*,96,9,97,98,102,96
CCOc1c(Br)cc(C2NS(=O)(=O)N=C3CCCCCN32)cc1OC (centres undefined),9,/,99,47,0,99,36,98,101,102,98
COC(=O)CP(=O)(c1ccccc1)c1ccccc1,-9,/,97,13,2,97,15,95,93,94,94
Cc1ccccc1Nc1nc(Nc2ccccc2C)nc(SC2=NCCS2)n1,3,/,97,16,-47,100,4,95,100,99,99
C=CCNC(=O)/C(=C/c1ccco1)NC(=O)c1ccc(Br)o1,17,/,98,18,-12,100,33,96,98,97,96
O=C(NC1CC1)C1=NOC(CNc2ncc(C(F)(F)F)cc2Cl)C1 (centres undefined),-2,/,105,25,-16,107,10,103,103,106,106
O=C(Nc1ccc2oc(=O)ccc2c1)c1cccnc1,-1,16,97,8,-7,97,18,98,95,100,97
CCCCC(=O)Nc1nnc(C2=COCCO2)o1,-12,-1,98,24,-76,100,9,98,105,100,102
O=C1c2ccccc2NC(c2cccc(Cl)c2)N1N=C1CCCCCC1 (centres undefined),-16,/,97,11,-2,98,9,97,98,98,98
O=[N+]([O-])c1ccccc1S(=O)(=O)NCc1cccnc1,-17,-20,96,14,-6,99,12,96,99,99,100
COc1ccc(NS(=O)(=O)c2cc(NC(=O)c3ccncc3)ccc2N2CCOCC2)cc1,3,-1,98,8,-58,100,17,98,101,102,101
CCOC(=O)c1c(C)[nH]c(C(=O)N/N=C/c2cccc(OC)c2)c1C,16,-21,95,11,16,94,11,90,95,93,91
CCOCCCNC(=O)c1ccc(-n2c(=S)[nH]c3ccccc3c2=O)cc1,22,-23,96,14,-33,98,13,97,101,100,99
O=C(CS(=O)(=O)Cc1ccccc1)Nc1ccccc1Cl,-10,-13,102,13,-20,105,5,102,102,104,102
COc1ccccc1N1CCN(C(=O)CCc2c[nH]c3ccccc23)CC1,16,-30,96,12,-22,95,15,94,97,96,96
C/C(=N\NC(=O)c1ccccc1)c1ccc(N2CCOCC2)cc1,0,4,102,17,-24,100,31,99,98,105,100
CCN1CCN(C(=O)Nc2cccc(C(F)(F)F)c2)CC1,-13,-1,104,20,-6,104,12,99,98,101,101
Cc1cc(C(F)(F)F)c(C#N)c(SCC(=O)Nc2nc3cc(Br)ccc3s2)n1,-38,5,92,18,-85,94,7,91,93,93,95
Cc1cccc(NC(=O)NNC(=O)c2sccc2-n2cccc2)c1,8,14,102,12,-27,99,9,95,98,100,99
O=C(CN1CCCCCC1=O)N1CCN(S(=O)(=O)c2cccs2)CC1,11,6,97,8,-10,95,8,94,100,95,96
COc1ccc(C(NC(=O)C(C)(C)C)NC(=O)C(C)(C)C)cc1,17,/,104,27,0,100,33,100,99,110,98
Nc1nc(SCC(=O)Nc2ccc3c(c2)OCO3)n[nH]1,4,/,99,16,-3,100,13,94,103,100,101
COc1ccc(OC)c(NC(=O)c2cccnc2Sc2ccccc2)c1,-6,/,102,5,-23,99,0,98,96,105,96
O=C(N/N=C/c1oc(O)c2ccccc12)c1ccccc1,-1,22,94,8,-19,98,11,96,95,97,97
CCCCC(c1nnnn1CS(=O)(=O)c1ccc(C)cc1)N1CCN(c2ccccc2)CC1 (centres undefined),19,/,103,47,-54,98,8,100,94,100,96
O=C(c1nc2n(n1)C(c1ccc(Cl)cc1)C=C(c1ccccc1)N2)N1CCOCC1 (centres undefined),-1,/,91,13,-9,91,23,93,92,90,92
O=C(CSc1nnc(-c2ccco2)o1)c1ccc[nH]1,56*,16,?,8,-25,?,23,?,?,?,?
O=C(O)CSCc1nc2scc(-c3ccccc3)c2c(=O)[nH]1,5,-20,94,16,5,95,13,94,91,94,92
COc1ccc(C(=O)N2CCN(c3cccc(Cl)c3)CC2)cc1,6,4,99,29,-12,99,8,98,98,106,97
CSc1cccc(NC(=O)c2ccccn2)c1,11,/,96,10,-26,94,13,95,96,100,93
CN(Cc1ccccc1)C(=O)CN1C(=O)C2C3C=CC(C3)C2C1=O (centres undefined),-10,/,101,39,-3,101,8,101,103,106,100
CCC1CCCCN1CCCNC(=O)Cn1nc(-c2ccc(C)cc2)ccc1=O (centres undefined),-10,/,101,27,-16,100,12,96,99,105,101
CCc1cc2cc(OC)ccc2nc1SCC(=O)NNC(=O)c1ccco1,14,-9,92,11,-34,90,11,88,94,89,91
CCNC(=S)N1CCN(S(=O)(=O)c2ccccc2C(F)(F)F)CC1,5,2,100,12,-20,100,9,100,104,99,98
O=C1CC(c2ccccc2)n2nc(NC(=O)c3ccccc3)nc2N1 (centres undefined),-6,-35,103,76,-4,100,12,100,97,102,99
Cc1ccc(S(=O)(=O)N[C@H](C(=O)Oc2ccc3c(C(F)(F)F)cc(=O)oc3c2)c2ccccc2)cc1,-11,/,106,17,-23,107,8,100,100,104,107
CCNC(=O)c1sc(-c2ccccc2)nc1C,-5,-14,97,10,-15,98,10,93,98,93,99
CC(C)(C)N1C(=O)c2ccc(C(=O)Nc3ccc(-c4nc5ccccc5[nH]4)cc3)cc2C1=O,8,11,102,10,16,102,6,100,103,105,99
CCCCn1c(SCC(=O)c2ccc(OC)cc2OC)nc2cc(S(N)(=O)=O)ccc21,44,6,97,12,-9,101,29,98,104,103,102
CCOc1ccc(C(=O)NC(=S)NC2CCCC2)cc1[N+](=O)[O-],21,21,102,14,-53,102,15,101,96,102,101
Cc1c(C(=O)N/N=C/c2ccc(O)c(Br)c2)sc(N)c1C#N,72*,-10,89,6,-24,80,6,92,93,76*,79*
CCOC(=O)C1CCCN(c2nc3ccccc3nc2C(C#N)C(=O)NCc2ccccc2)C1 (centres undefined),27,23,101,25,-16,99,12,97,100,101,101
O=C(Cn1ncc2c(=O)oc3ccccc3c21)NCCc1ccsc1,19,/,99,24,-5,101,6,99,99,106,102
O=C(CN1CCN(c2ccc(F)cc2)CC1)N1CCC(Cc2ccccc2)CC1,-2,1,101,61,-36,103,9,96,103,106,99
O=C(/C=C/c1ccco1)NC(=S)Nc1ccccc1N1CCCC1,1,3,94,10,-57,92,19,92,88,92,94

# Other records.
SMILES,Mcl1 Noxa PPI,Pf gamet viab,Cdc42 wt GTP,GSH fluor,Mcl1-Bid inh,HRas wt GTP bind,Avidin bead fluor,Rac1 mut GTP,Rab7 wt GTP bind,Rac1 wt modul,Rab2A wt mod
Cc1ccc(NC2c3ccccc3C(=O)N2CCN2CCOCC2)cc1 (centres undefined),-2,/,102,25,-23,101,7,101,99,105,100
O=C(Oc1ccc2c(c1)C(=O)c1ccccc1CO2)c1ccccc1,8,/,100,33,-2,100,7,97,100,102,98
Cc1cc(NC(=O)COC(=O)COc2ccc(C(=O)c3ccccc3)cc2)no1,-2,8,106,17,-12,104,36,101,104,105,103
Cc1noc(C)c1S(=O)(=O)N(CC(=O)N1CCCC1)c1ccc(C(C)C)cc1,6,/,100,24,2,98,9,100,96,101,99
CCn1cc(Cl)c(C(=O)Nc2cccc(C(F)(F)F)c2)n1,12,-16,99,13,-11,100,23,96,101,102,97
CCOc1ccc(S(=O)(=O)Nc2ccccc2C(=O)NCC2CCCO2)cc1 (centres undefined),13,/,104,14,0,102,29,98,102,102,103
COc1ccc2sc(N(CCN(C)C)C(=O)c3cc(Cl)sc3Cl)nc2c1,11,10,94,16,6,99,12,94,103,102,98
CCCOc1ccc(C(=O)OCC(=O)c2c(N)n(C)c(=O)n(C)c2=O)cc1OC,13,-1,93,5,-22,95,22,93,100,90,94
COc1cc(OC)c(NC(=O)CC(C)=O)cc1Cl,9,/,97,18,-16,97,4,100,94,103,96
c1cc(CNc2ccc3c(c2)OCO3)ccn1,24,/,104,17,-51,103,12,99,105,101,104
COc1cc(-c2nnc(-c3cccs3)o2)cc(OC)c1OC,21,/,101,25,12,101,9,98,100,102,99
CC(=O)c1c(C)[nH]c(C(=O)OCC(=O)Nc2cc(C(F)(F)F)ccc2N2CCOCC2)c1C,-2,/,104,29,19,104,6,101,101,105,103
COc1ccccc1N(CC(=O)Nc1ccc2c(c1)OCCO2)S(C)(=O)=O,17,-18,100,43,-17,102,13,94,102,102,99
COc1ccc(Cc2noc(CN(C)CCN3CCc4ccccc4C3)n2)cc1OC,-6,1,95,13,-16,98,2,96,102,99,99
